Compound activity (PubChem BioAssay)
FUS yeast rescue = rescues growth of FUS-expressing yeast; S. cerevisiae FUS-expressing, growth rescue, OD600, 24 h; Potency, µM (series often up to 76.6 µM), for the others: at the top dose growth rescue (activation), hits mostly activators; 390,000 compounds, 0.24% hits;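 note: potency is the fitted concentration of half-maximal effect; plate controls were DMSO vehicle for no effect and reference control for full effect; nearly all actives have a fitted effect of over 55% in size; some results filed as inactive show a strong effect at the top dose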
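Galactose (2%) drives FUS expression in yeast precultured in raffinose; seeding density OD 0.005. Test compounds incubated 24hr at 30C and 99% humidity before absorbance at 600 nm was measured.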
Abeta rescue = compounds reversing amyloid beta toxicity in yeast. yeast expressing A-beta42, growth rescue, OD600, 48 h; response scale: 0% DMSO, 100% iron-clioquinol control. Potency, µM (titrated, usually from 46.1 µM), for the others: top-dose growth rescue, usual class: activators. 410,000 compounds, 0.063% hits; note: potency is the fitted concentration of half-maximal effect; nearly all actives have a fitted effect of over 55% in size
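Growth rescue measured by 600 nm absorbance after 48 h yeast culture at 30 C with compound. Values normalized between DMSO and an equimolar ferric chloride plus clioquinol control.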
WRN helicase inh = WRN helicase (human) inhibition; AID 651768; Potency, µM (titrated, usually from 114 µM), for inactives: at the top dose activity change, negative = inhibition, actives largely listed as inhibitors; 360,000 compounds, 0.46% hits; WRN helicase unwinding, fluorescent forked duplex, kinetic; Q14191; note: potency is the fitted concentration of half-maximal effect; % is set by controls: 0 for no effect and ±100 for the full control effect; nearly all actives have a fitted effect of over 55% in size
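Screening of the MLSMR collection measured strand separation of a quenched forked DNA duplex (100 nM) by 20 nM WRN with 2 mM ATP, all final. Compounds were preincubated with enzyme 15 min at room temperature.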
PLK1 PBD inh = blocks phosphopeptide binding to human PLK1 polo-box domain; P53350; Plk1 PBD binding of FITC phosphopeptide, fluorescence polarization; Potency, µM, inactives show max response, negative = inhibition, actives largely listed as inhibitors; 360,000 compounds, 2.8% hits; AID 720504; note: potency is the fitted concentration of half-maximal effect; series mostly up to about 57 µM; % is set by controls: 0 for no effect and ±100 for the full control effect; nearly all actives have a fitted effect of over 65% in size
Target sequence (P53350 whole entry, looked up, the tested form may be a part): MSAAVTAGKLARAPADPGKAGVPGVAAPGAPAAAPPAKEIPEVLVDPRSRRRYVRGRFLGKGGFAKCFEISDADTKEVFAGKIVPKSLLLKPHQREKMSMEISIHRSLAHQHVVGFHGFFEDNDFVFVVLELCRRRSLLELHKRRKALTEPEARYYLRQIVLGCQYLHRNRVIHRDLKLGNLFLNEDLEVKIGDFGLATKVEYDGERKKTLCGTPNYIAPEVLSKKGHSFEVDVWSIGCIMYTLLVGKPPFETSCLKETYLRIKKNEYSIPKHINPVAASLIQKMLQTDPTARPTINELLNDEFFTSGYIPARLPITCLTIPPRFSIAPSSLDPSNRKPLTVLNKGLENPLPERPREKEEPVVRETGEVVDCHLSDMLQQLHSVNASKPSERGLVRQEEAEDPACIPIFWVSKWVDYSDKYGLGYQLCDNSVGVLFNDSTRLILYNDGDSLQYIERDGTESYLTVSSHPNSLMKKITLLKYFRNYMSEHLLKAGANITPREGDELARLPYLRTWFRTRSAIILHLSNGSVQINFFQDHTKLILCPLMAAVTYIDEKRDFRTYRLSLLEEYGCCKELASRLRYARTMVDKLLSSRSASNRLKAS
PI5P4K alpha inh = inhibitors of human PI5P4K alpha; PI5P4Kalpha enzyme, ADP-Glo luminescence, 60 min; stronger effect = lower value; max response, %; 330,000 compounds, 1.2% hits; AID 652105; active = max response of -50% or lower; inconclusive = between -30% and -50%; inactive = -30% or higher; note: value at the top dose of about 77 µM; % is set by controls: 0 for no effect and ±100 for the full control effect
Target sequence (P48426 whole entry, looked up): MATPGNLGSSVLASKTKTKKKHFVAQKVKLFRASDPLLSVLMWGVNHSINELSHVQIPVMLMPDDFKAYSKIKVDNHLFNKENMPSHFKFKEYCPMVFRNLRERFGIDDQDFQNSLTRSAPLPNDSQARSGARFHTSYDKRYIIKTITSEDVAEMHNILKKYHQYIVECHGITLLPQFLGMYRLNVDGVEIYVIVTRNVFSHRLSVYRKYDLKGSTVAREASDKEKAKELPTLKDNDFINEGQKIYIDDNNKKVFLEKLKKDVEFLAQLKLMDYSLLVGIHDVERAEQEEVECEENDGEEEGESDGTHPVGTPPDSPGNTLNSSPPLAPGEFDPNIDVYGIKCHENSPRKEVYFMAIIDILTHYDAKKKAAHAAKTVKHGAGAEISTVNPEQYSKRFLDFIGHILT
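Reactions run in 0.038 M HEPES pH 7.4, 0.28 mM EGTA, 0.1% CHAPS and 5% DMSO, with PI5P4Kalpha, substrate, compound and 5 microM ATP final, one hour at room temperature. Readout is ADP-Glo luminescence.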
IL-2 act = IL-2 activation; IL-2 activation reporter assay, cell-based qHTS; stimulated with anti-CD3/CD4/CD28 beads; in transgenic mouse T cells; activation, % (series mostly up to about 46 µM); 360,000 compounds, 0.065% hits; in the data active = activation above about 50%; inconclusive = mostly about 30% to 49%; note: 0% is about no effect
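Using fluorescent plate cytometry, EGFP and DsRed are detected in transgenic mouse T cells stimulated 18 h at 37 degrees C with antibody-coated beads after 60 min compound pretreatment.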
EPAC1 ag = activates human EPAC1 exchange factor | O95398 | EPAC1 agonist qHTS, biochemical assay; response scale: 100% = response to 6.5 mM cAMP | Potency, µM (doses to about 154 µM), inactives show top-dose activation, actives largely listed as activators | 360,000 compounds, 0.073% hits; note: potency is the fitted concentration of half-maximal effect; nearly all actives have a fitted effect of over 60% in size
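Read-out is the fluorescence drop as BODIPY-GDP leaves Rap1B (480 nm excitation, 540 nm emission), recorded every 5 minutes over 30 minutes. Reactions held 100 nM EPAC1, 250 nM Rap1B–BODIPY-GDP and 50 uM GDP, with 6.5 mM cAMP setting full activation.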
aSyn yeast inh = rescues yeast growth from alpha-synuclein toxicity; AID 652106; 370,000 compounds, 0.14% hits; Potency, µM (doses to about 46.1 µM), for the others: top-dose growth rescue (activation), most hits filed as activators; Yeast expressing alpha-synuclein, growth rescue, BacTiter-Glo, 24 h; note: potency is the fitted concentration of half-maximal effect; % of control where 0% means no effect; nearly all actives have a fitted effect of over 65% in size
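Rescue of yeast growth: cells expressing toxic alpha-synuclein, induced in galactose at OD600 0.02, incubated with compound 24 h at 30 C. ATP luminescence quantified growth; inhibitors of toxicity appear as activators.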
EPAC1 antagonist = EPAC1 (human) antagonism | O95398 | EPAC1 GEF assay, Rap1b-BODIPY-GDP exchange fluorescence | Potency, µM (doses to about 115 µM), for the others: top-dose activity change, negative = inhibition, usual class: inhibitors | 360,000 compounds, 0.14% hits | AID 720709;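 note: potency is the fitted concentration of half-maximal effect; plate controls were vehicle for no effect and positive control for full effect; nearly all actives have a fitted effect of over 50% in size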
The depositor's hits bear a star; u = inconclusive; x = no result given; [ ] = remark or other dose. Unless noted, calls come from the whole dose curve; as a rule, active = well fitted curve in the direction sought with a large enough effect; inconclusive = small, poorly fitted or top-dose-only effect, or another doubt; inactive = no such curve, though single readings can be large; an effect the other way counts as inactive or inconclusive.

SMILES	FUS yeast rescue	Abeta rescue	WRN helicase inh	PLK1 PBD inh	PI5P4K alpha inh	IL-2 act	EPAC1 ag	aSyn yeast inh	EPAC1 antagonist
O=S1(=O)CCOCCCN1Cc1ccc(Cl)cc1	-29%	2%	2%	-5%	8	0.8	13%	0%	-1%
CN(c1ccccc1)S(=O)(=O)c1ccc(Cl)c(C(=O)Nc2ccncc2)c1	-1%	-17%	3%	-6%	2	-0.9	3%	1%	-6%
CC(C)c1ccc(S(=O)(=O)N2CCC(C(=O)N3CCC3)CC2)cc1	15%	-3%	-2%	-3%	-4	0.4	4%	10%	10%
O=C(CSc1nc2ccccc2c(=O)n1NC(=O)Cc1ccccc1)NCCc1ccccc1	28%	-13%	-3%	-10%	2	-1.2	4%	7%	8%
CCN(CC)CCN(C(=O)c1ccc([N+](=O)[O-])cc1)c1nc2c(OC)cccc2s1	-5%	0%	4%	-1%	-4	0.0	-10%	-3%	16%
Cn1cnnc1SCC(=O)N1CCN(C(=O)c2ccco2)CC1	-3%	-10%	-1%	-6%	-7	-2.2	9%	0%	14%
O=[N+]([O-])c1ccc2c(c1)Cc1cc(F)ccc1-2	-4%	1%	3%	-1%	1	0.1	0%	-3%	-3%
c1cc2c(cc1NC1CCCCCC1)OCO2	12%	13%	-3%	-24%	-5	-0.8	4%	0%	13%
CC(C)CN(C)Cc1c(C(=O)N2CCc3ccccc3C2)nc2ccc(Cl)cn12	3%	-2%	-5%	0%	4	-2.9	-4%	13%	-26%
Cc1c(Cl)cccc1NC(=O)CNC(=O)C1CC(=O)N(CCc2ccccc2)C1 (stereo unspecified)	x	5%	0%	1%	-1	-3.9	1%	1%	4%
COCCN=C1Sc2nc3ccc(C)cc3cc2CN1Cc1ccco1	7%	16%	-7%	-8%	-6	-3.2	3%	4%	10%
O=C(COc1ccc(/C=N/NC(=O)c2ccc(O)cc2)cc1)Nc1cccc([N+](=O)[O-])c1	-27%	0%	u	-21%	-11	-0.5	6%	-3%	u
CCN(C[C@H]1N[C@@](C)(C(=O)OC)[C@H]2C(=O)N(C)C(=O)[C@@H]12)S(=O)(=O)c1ccc(-c2ccccc2)cc1	37%	6%	-2%	-11%	-8	-0.1	-15%	-3%	1%
CC(=O)NCCc1ccc(S(=O)(=O)N(C)C2CCS(=O)(=O)C2)cc1 (stereo unspecified)	20%	2%	8%	-3%	x	-2.0	7%	4%	1%
CCC1C(=O)CC(c2ccc([N+](=O)[O-])cc2)NC1c1ccc([N+](=O)[O-])cc1 (stereo unspecified)	39%	29%	-4%	-2%	-7	-0.8	7%	17%	8%
CC(C)C(=O)N1CCN(c2ccc(NC(=O)COc3ccccc3[N+](=O)[O-])cc2)CC1	10%	-7%	1%	-13%	9	-0.4	1%	1%	-2%
COCOCCn1cc(CN2CCS(=O)(=O)N(Cc3ccc(-c4ccc(Cl)nc4)cc3)C(C)C2=O)nn1 (stereo unspecified)	18%	-5%	-7%	-3%	-3	2.6	3%	-5%	-3%
CC1=NN(C(=O)COc2cc(C)ccc2C(C)C)C(O)(c2ccccc2)C1 (stereo unspecified)	12%	4%	-10%	0%	13	-2.3	-3%	7%	-12%
COC(=O)CCN(Cc1ccccc1)S(=O)(=O)c1ccccc1Br	4%	9%	5%	-5%	0	-0.1	-4%	u	-22%
C/C(=N\NC(=O)c1nn(C)cc1Br)c1cccc(NC(=O)c2ccncc2)c1	x	7%	-4%	-9%	-9	-0.1	6%	-1%	-4%
Cc1ccc(S(=O)(=O)/N=C(\CN2CCOCC2)N2CCCC2)cc1	-1%	-10%	-11%	0%	x	1.6	-3%	-9%	8%
COCc1ccc(C(=O)N2CCN(CC(=O)N3CCCC3)CC2)cc1	-11%	7%	2%	0%	2	0.3	11%	1%	8%
COc1ccc(N=Cc2c(O)[nH]c3ccccc23)cc1	19%	8%	2%	0%	x	-2.0	-14%	-14%	0%
OC(c1ccc2c(c1)OCO2)c1ncc(-c2cccc(C(F)(F)F)c2)[nH]1 (stereo unspecified)	4%	-18%	-4%	-8%	3	-0.7	-9%	6%	-17%
CCC(C)C(NC(=O)C1CCC(C)CC1)C(=O)NC(C(=O)OC)C(C)C (stereo unspecified)	-2%	-6%	-1%	-5%	3	0.2	5%	-7%	-21%
COc1cccc2cc(C(=O)c3ccccc3)oc12	9%	7%	-2%	2%	5	-0.4	7%	2%	-5%
O=C(CCc1nc2ccccc2s1)c1ccccc1	x	0%	-3%	-18%	-1	-2.0	0%	22%	-28%
COc1cc(CNCCO)cc(Br)c1OCc1ccccc1	9%	-6%	-6%	-2%	2	0.1	-14%	-1%	2%
Cc1ccc(-c2noc(-c3ccccc3Br)n2)cc1	-12%	-21%	-30%	-9%	34	2.1	24%	-15%	-15%
CCOc1ccccc1OCCCC(=O)NC1CCCc2ccccc21 (stereo unspecified)	25%	12%	-29%[57.1 µM]	3%	1	-0.8	-15%	4%	27%
Cc1cc(C=C2C(=O)c3ccccc3C2=O)c(C)n1-c1ccc(Cl)cc1	x	0%	-7%	66%[activator]	-14	-0.3	-8%	-12%	0%
CCCn1c(N2CCN(C)CC2)nc2c1c(=O)[nH]c(=O)n2C	5%	-4%	-9%[57.1 µM]	-5%	12	-0.2	5%	-2%	-4%
Cc1ccccc1NC(=O)CSc1nnc(C2CC2)n1CC1CCCO1 (stereo unspecified)	6%	-14%	-1%	-8%	1	-1.9	-3%	-2%	10%
S=C(Nc1ccc2c(c1)OCO2)N1CCN(Cc2ccco2)CC1	21%	-20%	-6%	-23%	-10	1.2	-2%	-12%	7%
Cc1cccc(NC(=O)CSc2nc3nc4c(cc3c(=O)n2-c2ccccc2)CCCC4)c1	x	-13%	-2%	-7%	0	-3.5	3%	2%	9%
COc1ccc(CNC(=O)C/C(C)=N/NC(=O)C(c2ccccc2)c2ccccc2)cc1	30%	2%	-1%	-11%	-1	0.3	16%	6%	-6%
CC(=O)c1ccc(NC(=O)CN2C(=O)CCC2=O)cc1	-19%	-9%	5%	-7%	3	-4.1	1%	0%	-11%
Fc1ccc(-c2nc3ccc(Br)cn3c2Cc2cccc(F)c2)cc1	6%	-13%	-5%	-8%	-1	-0.5	-6%	-8%	-17%
C=CCN(c1ccc(F)cc1)S(=O)(=O)c1cc(C(=O)NC2CCC(O)CC2)ccc1Cl (stereo unspecified)	6%	-10%	-10%	-9%	-1	0.7	1%	-1%	-28%
COc1ccc(/C=N\NC(=O)C2CCCC2)cc1Br	13%	9%	6%	1%	1	-2.5	-11%	8%	-2%
COc1ccc(NC(=O)C2CCC(=O)N2C(=O)OCc2ccccc2)cc1 (stereo unspecified)	10%	12%	2%	-9%	-3	1.4	8%	1%	-3%
O=C(c1ccncc1)N1N=C2CCCCCC2C1(O)C(F)(F)F (stereo unspecified)	1%	6%	-1%	-10%	3	-1.4	11%	u	13%
CC(=O)N1c2ccc(S(=O)(=O)N(C)CC(=O)NC3CCCC3)cc2CC1C (stereo unspecified)	7%	17%	-1%	-2%	-1	-2.2	16%	-3%	-24%
Cc1ccc(-c2cc(C(=O)NCc3cccs3)no2)cc1	18%	-13%	-4%	-13%	x	-1.3	9%	0%	0%

An excerpt from above in order of formula weight, lowest first:
SMILES	FUS yeast rescue	Abeta rescue	WRN helicase inh	PLK1 PBD inh	PI5P4K alpha inh	IL-2 act	EPAC1 ag	aSyn yeast inh	EPAC1 antagonist
CC(=O)c1ccc(NC(=O)CN2C(=O)CCC2=O)cc1	-19%	-9%	5%	-7%	3	-4.1	1%	0%	-11%
CCCn1c(N2CCN(C)CC2)nc2c1c(=O)[nH]c(=O)n2C	5%	-4%	-9%[57.1 µM]	-5%	12	-0.2	5%	-2%	-4%
O=C(c1ccncc1)N1N=C2CCCCCC2C1(O)C(F)(F)F (stereo unspecified)	1%	6%	-1%	-10%	3	-1.4	11%	u	13%
COc1ccc(NC(=O)C2CCC(=O)N2C(=O)OCc2ccccc2)cc1 (stereo unspecified)	10%	12%	2%	-9%	-3	1.4	8%	1%	-3%
Cc1ccccc1NC(=O)CSc1nnc(C2CC2)n1CC1CCCO1 (stereo unspecified)	6%	-14%	-1%	-8%	1	-1.9	-3%	-2%	10%
CC(=O)N1c2ccc(S(=O)(=O)N(C)CC(=O)NC3CCCC3)cc2CC1C (stereo unspecified)	7%	17%	-1%	-2%	-1	-2.2	16%	-3%	-24%
Fc1ccc(-c2nc3ccc(Br)cn3c2Cc2cccc(F)c2)cc1	6%	-13%	-5%	-8%	-1	-0.5	-6%	-8%	-17%
COc1ccc(CNC(=O)C/C(C)=N/NC(=O)C(c2ccccc2)c2ccccc2)cc1	30%	2%	-1%	-11%	-1	0.3	16%	6%	-6%
Cc1cccc(NC(=O)CSc2nc3nc4c(cc3c(=O)n2-c2ccccc2)CCCC4)c1	x	-13%	-2%	-7%	0	-3.5	3%	2%	9%
C=CCN(c1ccc(F)cc1)S(=O)(=O)c1cc(C(=O)NC2CCC(O)CC2)ccc1Cl (stereo unspecified)	6%	-10%	-10%	-9%	-1	0.7	1%	-1%	-28%
